Jurkat tox 60K = cytotoxicity toward Jurkat cells; inhibition, % at 4 µM; Jurkat E6.1 viability, ATP luminescence, 48 h; 1.2% of 56,000 active; AID 463;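 active = inhibition above the mean inhibition of all tested compounds plus 3 SD, cut at about 28% in these data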
HTR1E agonist = agonists of human 5-HT1E serotonin receptor. AID 574. activation, % at 6 µM. P28566. CHO 5-HT1E Ga15 NFAT-bla reporter, FRET; 0% DMSO wells, 100% control agonist wells. 0.69% of 65,000 active;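 active = activation above a set limit, the screen-wide mean activation plus 3 SD, cut at about 8.5% in these data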;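 note: 100% = positive control agonist at 1 µM giving full maximal response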
5HT1a antag = 5-HT1a (human) receptor antagonism; inhibition, % at 10 µM; 0.68% of 62,000 active; AID 612; P08908; CHO 5-HT1a Ga15 NFAT-bla reporter, antagonist mode;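 active = inhibition above the mean of all tested compounds plus 3 SD, cut at about 43% in these data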;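 note: receptor stimulated by 5-CT agonist at 100 nM near EC80; beta-lactamase reporter measured by ratiometric fluorescence of a cleavable substrate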
M1 agonist = agonists of M1 muscarinic receptor; CHO-M1 cells, Fluo-4 calcium fluorescence, agonist mode; hits give high values; B-score at 10 µM; 3% of 64,000 active; AID 626;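 active = fluorescence rise, raw or as B-score row- and column-corrected plate score, outside the 99.7% band of its plate's samples, either direction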
HTR1E antagonist = 5-HT1E (human) receptor antagonism; P28566; CHO 5-HT1E Ga15 NFAT-bla reporter, FRET, antagonist; inhibition, % at 6 µM; 0.99% of 65,000 active; AID 571;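 active = inhibition above a set limit, the mean inhibition across every tested compound plus 3 SD, cut at about 29% in these data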;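 note: signal is the 460 over 535 nm emission ratio of beta-lactamase substrate; 0% = agonist plus DMSO wells and 100% = wells without agonist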
5HT1a ag = agonists of human 5-HT1a serotonin receptor. activation, % at 10 µM. 0.56% of 65,000 active. P08908. CHO 5-HT1a Ga15 NFAT-bla reporter, FRET ratio; 0% basal, 100% maximal reference agonist. AID 567;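 active = activation above the screen-wide mean activation plus 3 SD, cut at about 19% in these data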;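 note: 0% = DMSO wells and 100% = 5-CT at EC100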
S1P3 agonist = activates the human S1P3 receptor | Q99500 | S1P3 NFAT-BLA reporter cells, agonism, FRET ratio; relative to 1 µM S1P, basal subtracted | activation, % at 4.5 µM | 0.1% of 60,000 active | AID 373;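 active = activation above the screen-wide mean plus 3 SD, cut at about 4.5% in these data, passing the limit was not always enough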; note: some compounds called inactive have numbers as strong as hits
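Benchmarks: high control 1 µM S1P / System: stable CHO line with human S1P3, Gα16, NFAT-BLA reporter / Dosing: single compound concentration, 4.5 µM final / Timing: 4 h compound at 37 °C, 2 h substrate at RT / Measured by: FRET β-lactamase substrate fluorescence, excitation 405 nm, 460/535 nm emission ratio, background-subtracted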
M1 antag = blocks the rat M1 muscarinic receptor response to acetylcholine; P08482; CHO-M1 cells, Fluo-4 calcium, ACh EC80 antagonist mode; hits give low values; B-score at 10 µM; 3.4% of 64,000 active; AID 628;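 active = calcium fluorescence response, raw or row-and-column corrected B-score, differing from the plate sample mean either way at a set confidence level, mostly lower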
Target sequence (P08482 whole entry, looked up): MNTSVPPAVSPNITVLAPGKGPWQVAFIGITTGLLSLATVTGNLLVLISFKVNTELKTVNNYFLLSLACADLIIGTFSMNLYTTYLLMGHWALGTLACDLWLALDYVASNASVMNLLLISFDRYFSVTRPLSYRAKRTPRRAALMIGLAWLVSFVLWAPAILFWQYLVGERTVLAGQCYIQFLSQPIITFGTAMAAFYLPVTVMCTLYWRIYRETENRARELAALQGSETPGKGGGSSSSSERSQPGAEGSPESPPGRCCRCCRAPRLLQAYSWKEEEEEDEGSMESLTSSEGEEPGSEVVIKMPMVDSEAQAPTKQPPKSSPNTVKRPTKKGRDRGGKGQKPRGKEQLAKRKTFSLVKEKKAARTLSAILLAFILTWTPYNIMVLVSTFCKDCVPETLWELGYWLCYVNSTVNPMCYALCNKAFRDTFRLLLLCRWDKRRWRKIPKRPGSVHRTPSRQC
S1P1 ag-PAM = S1P1 (human) agonism or agonism potentiation; P21453; S1P1 CRE-bla cells, forskolin, beta-lactamase FRET, potentiator mode; S1P1 agonist co-added at EC20, 2 nM; 100% = saturating reference agonist, 0% = basal; activation, % at 9.5 µM; 0.57% of 56,000 active;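 active = activation above a cutoff set at the mean activation of all tested compounds plus 3 SD, cut at about 54% in these data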;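 note: forskolin at 4 µM as EC80 and the EC20 agonist is SEW2871; 100% = SEW2871 at its EC100 plus forskolin at EC80; some compounds past the cut are filed as inactive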
Target sequence (P21453 whole entry, looked up): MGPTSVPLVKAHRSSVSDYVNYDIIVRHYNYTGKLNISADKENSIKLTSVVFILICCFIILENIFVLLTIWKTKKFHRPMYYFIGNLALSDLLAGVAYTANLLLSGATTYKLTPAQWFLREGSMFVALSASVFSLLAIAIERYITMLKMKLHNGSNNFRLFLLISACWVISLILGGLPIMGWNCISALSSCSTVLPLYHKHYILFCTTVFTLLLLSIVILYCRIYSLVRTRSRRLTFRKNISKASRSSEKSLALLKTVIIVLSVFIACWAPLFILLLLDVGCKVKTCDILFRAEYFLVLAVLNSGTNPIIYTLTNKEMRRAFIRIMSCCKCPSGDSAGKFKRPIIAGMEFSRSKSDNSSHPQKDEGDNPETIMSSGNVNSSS
Active calls of the source: *; · = not tested or not shown. Not a hit list, and some 8.9% of all compounds hit somewhere here.

SMILES	Jurkat tox 60K	HTR1E agonist	5HT1a antag	M1 agonist	HTR1E antagonist	5HT1a ag	S1P3 agonist	M1 antag	S1P1 ag-PAM
CCOc1ccc(-c2cc(CCCC(=O)NCc3ccco3)no2)cc1	3	0.5	-6	0.068	1	-2.0	-0.7	0.71	-8
N/C(=N\c1nc2ccccc2o1)NC(=O)c1ccccc1NC(=O)c1ccccc1	·	0.2	·	2.4	-18	1.1	-2.0	-0.11	12
Cc1ccc2c(c1)c1c3n2CCCNC3CCC1 (configuration not stated)	-2	-0.9	13	1.2	3	-1.4	-0.6	1.7	-18
O=C(c1ccccc1)N1CCN(c2ccccc2F)CC1	0	1.8	-4	-0.88	-1	0.4	-0.2	-0.54	·
CC(C)N=C(NC#N)SCc1ccc(F)cc1	-13	1.1	3	-0.23	0	-3.5	0.8	0.002	-5
CCCN(CCC)CCSc1nc(O)c(C(C)C)c(=O)[nH]1	1	-0.3	-8	0.2	14	-0.3	-0.3	-2.5	-4
Cc1csc(NC(=O)c2nc(-c3ccccc3)n(-c3ccccc3)n2)n1	-3	0.2	-1	0.43	-4	-0.7	1.6	-0.52	53
CCc1ccc(-c2nnn(CCC(=O)OC)n2)cc1	-7	0.4	-11	-0.36	-4	-2.1	-0.2	0.46	-2
COc1ccc(S(=O)(=O)N2CCCN(CC(=O)Nc3ccc(OC)c(Cl)c3)CC2)cc1	2	0.2	21	-0.41	-3	-0.1	-1.2	1.2	-3
CC(=O)Nc1n[nH]c(S(=O)(=O)Cc2ccc(Cl)cc2Cl)n1	·	0.3	·	-0.0056	-6	1.6	-1.7	0.75	-1
CCCc1cc(=O)oc2cc3oc(C)c(C)c3cc12	1	-0.2	12	0.44	12	-3.4	-0.5	-0.38	-28
CC1(C)CC(=O)C2=C(C1)OC(N)=C(C#N)C2c1ccc(OC(=O)N2CCOCC2)cc1 (configuration not stated)	8	-0.2	6	-0.61	-4	0.0	-1.3	0.4	-6
CCN1CCN(CCC(=O)Nc2ccccc2OC)CC1	-2	0.6	-13	0.43	-1	-1.6	0.9	0.67	17
CCc1ccccc1NC(=O)c1nnn(CC(=O)Nc2cccc(C)c2)c1N	1	-0.5	-1	0.068	-4	-2.1	-0.8	0.34	20
CCOC(=O)C(NC(=O)Nc1cccc(C)n1)(OCC(F)(F)F)C(F)(F)F (configuration not stated)	0	-1.1	-1	0.0053	1	-3.0	-0.2	-0.018	-6

An excerpt from above in order of length of the SMILES, highest first.
SMILES	Jurkat tox 60K	HTR1E agonist	5HT1a antag	M1 agonist	HTR1E antagonist	5HT1a ag	S1P3 agonist	M1 antag	S1P1 ag-PAM
CCc1ccccc1NC(=O)c1nnn(CC(=O)Nc2cccc(C)c2)c1N	1	-0.5	-1	0.068	-4	-2.1	-0.8	0.34	20
CCCN(CCC)CCSc1nc(O)c(C(C)C)c(=O)[nH]1	1	-0.3	-8	0.2	14	-0.3	-0.3	-2.5	-4
Cc1ccc2c(c1)c1c3n2CCCNC3CCC1 (configuration not stated)	-2	-0.9	13	1.2	3	-1.4	-0.6	1.7	-18

Later entries:
SMILES	Jurkat tox 60K	HTR1E agonist	5HT1a antag	M1 agonist	HTR1E antagonist	5HT1a ag	S1P3 agonist	M1 antag	S1P1 ag-PAM
CCCC(C(=O)NC1CCCC1)N(C(=O)Cn1nnc(-c2ccc(C)o2)n1)c1ccccc1OC (configuration not stated)	7	0.5	24	-0.68	-12	-2.9	0.3	0.036	-6
CCN1CCN(c2cc(=O)n(C3CCCCC3)c(=O)[nH]2)CC1	-6	0.3	6	-0.19	-4	-3.0	-0.8	-0.0029	-21
NC(=O)CSc1nnc(CNc2cccc(Cl)c2)n1CCc1ccccc1	-3	0.2	-2	1.3	-5	-0.5	-0.1	0.88	7
C=CCN(C)CCCNC(=O)/C=N/O	·	-0.8	·	-0.25	4	0.5	-0.5	0.28	5
Cc1cccc(-c2nc(CS(=O)CC(=O)N3CCc4ccccc4C3)c(C)o2)c1 (configuration not stated)	-4	-0.2	11	1.2	7	-3.6	-0.4	-1.2	0
O=C(Cn1cnc2c(nnn2Cc2ccccc2F)c1=O)NCC1CCCO1 (configuration not stated)	9	0.5	1	0.28	3	1.5	-0.5	0.9	5
O=C(c1ccc2c3c(cccc13)CC2)N1CCOCC1	-8	-0.9	3	0.56	-1	-0.2	-0.3	0.27	-9
CCC(C)N(C(=O)Cn1nnc2ccccc21)C(C(=O)NCc1ccco1)c1cccc(OC)c1 (configuration not stated)	-7	0.2	14	0.66	2	-0.4	-0.8	0.022	-21
Cc1occc1-c1nnc(SCC(=O)NCc2ccco2)n1CC(C)C	-7	2.8	0	-0.52	-1	-0.4	-0.9	0.55	-2
O=C(c1ccco1)c1nnn(Cc2ccccc2)c1-c1ccccc1	0	0.6	15	-0.064	0	0.0	-1.7	0.012	-9
COc1ccccc1CNc1nc2nc3c(c(=O)n2[nH]1)CCC3	3	-1.4	4	0.066	7	-1.4	-0.1	-0.26	3
CCN(Cc1cc2cc(OC)ccc2[nH]c1=O)C(=O)Cc1ccc(OC)cc1	5	1.3	-10	-0.58	-5	-3.0	-1.5	0.83	-10
Cc1ccc(C(C(=O)NCc2ccco2)N(CCc2ccccc2)C(=O)Cn2nnc3ccccc32)o1 (configuration not stated)	-4	0.4	40	0.5	-7	-2.3	0.4	0.41	4
O=C(CCN1C(=O)c2ccccc2C1=O)Nc1ccc2c(c1)OCCO2	-6	-0.2	9	0.3	-11	-1.6	-0.7	1.7	-24
CCOC(=O)CSc1nnc(CNC(=O)c2cccs2)n1-c1cc(OC)ccc1OC	-2	-0.7	3	-0.063	5	-1.4	0.3	0.0061	8
CCC(C)NC(=O)CNC(=O)Cn1c(C)cc2ccccc2c1=O (configuration not stated)	·	-0.7	2	-0.33	-2	-2.2	·	1	·
Cc1ccc(C(=O)CC(C(=O)O)n2ccc(C)n2)cc1 (configuration not stated)	0	0.1	1	-0.19	4	-1.7	0.3	0.095	·
C=CCn1c(SCC#N)nc2c(c1=O)C(C)(C)Cc1ccccc1-2	·	-0.7	·	1	5	-2.1	-1.4	-0.39	-18
COc1cc(-c2nc(-c3ccc(Br)o3)no2)cc(OC)c1OC	-1	1.4	9	1.1	4	-2.3	-1.6	1.2	0
CCCc1[nH]nc2c1C(c1ccccc1OC)C(C#N)=C(N)O2 (configuration not stated)	-6	0.4	-4	0.29	2	0.7	-1.0	-0.0041	-15
Cc1nc2cc(N3CCN(C)CC3)c(NC(=O)Cc3ccccc3)cc2c(=O)n1Cc1ccccc1	2	0.1	-4	0.038	-5	-1.9	-1.2	0.18	-2
Cc1cc(C(=O)Nc2sc3c(c2C#N)CCC(C)C3)no1 (configuration not stated)	12	0.6	28	0.32	6	-0.8	-0.8	-2	34
COc1ccc(C2C(C#N)=C(N)Oc3n[nH]c(C)c32)cc1Cn1nnc2ccccc21 (configuration not stated)	-1	-1.3	-9	0.46	17	-2.1	-0.3	0.1	12
Cc1cccc(NC2(C(F)(F)F)N=C3SCCN3C2=O)n1 (configuration not stated)	-8	-0.1	7	-0.27	-3	-2.6	-0.1	-0.12	·
O=C(CSc1nc2ccccc2o1)NCC(=O)c1ccccc1	7	-1.2	3	-0.57	5	-1.7	-1.9	-0.29	32
CCn1c(C(=O)N2CCCC(C(=O)O)C2)cc2sccc21 (configuration not stated)	-8	-1.6	-1	0.21	-5	-3.7	-0.3	0.94	-10
Cn1c2ccccc2c2nnc(SCc3ccc4nonc4c3)nc21	-1	0.0	-14	0.12	-3	-0.7	-0.3	0.076	-14
O=C(NCC1COc2ccccc2O1)c1ccc(NC(=O)c2ccco2)cc1 (configuration not stated)	6	-1.0	23	-1.1	2	-0.7	-1.0	-0.18	6
CC(=O)c1cnc2nc(C(F)(F)F)nn2c1C	0	0.4	0	-0.88	2	-0.4	-0.3	-0.87	6
CCCn1[nH]cc(SC)c(=O)c1=O	-8	-0.7	-2	-0.019	11	-2.3	-1.0	0.49	12
CCN1CCN(C(=O)c2ccccc2N(Cc2ccccc2)S(C)(=O)=O)CC1	-5	-0.1	-1	-1.5	-1	2.8	-1.6	0.37	4
COc1ccc(C2OC(=O)CC2C(=O)NC2CCCCCC2)cc1OC (configuration not stated)	·	0.0	-17	-0.44	4	2.4	·	0.41	·
O=C(CSc1nc2c(c(=O)n1-c1ccc(Br)cc1)SCC2)NCC1CCCO1 (configuration not stated)	·	-0.1	6	·	2	-0.3	·	·	·
COc1ccc2nc(N3CCC(C)CC3)c(C#N)cc2c1	-3	-0.1	-17	4*	-5	3.8	0.7	-1.1	17
O=C1c2ccccc2C(O)N1c1cccnc1 (configuration not stated)	-4	-0.7	-1	0.095	0	-0.5	-0.5	0.033	6
O=S(=O)(c1cccc(-c2nnc(-c3cccnc3)o2)c1)N1CCCCC1	2	1.0	-19	·	7	3.5	-1.7	·	-23
O=C(O)c1cccc(N2C(=O)CCC2=O)c1	-2	-0.2	-10	0.04	2	-1.9	-0.3	·	11
Cc1ccc(CCNC(=O)C2CCN(C(=O)c3sccc3-n3cccc3)CC2)cc1	12	-0.4	3	0.026	-17	-3.5	-0.2	0.22	-2
COc1ccc(CN(Cc2ccccn2)S(=O)(=O)c2ccc(-n3cnnn3)cc2)cc1	0	-0.3	1	-0.91	-1	-1.5	-0.5	-0.64	-8
Cc1cc(NCCN2CCOCC2)n2nc(C)c(-c3ccccc3)c2n1	6	0.3	10	0.018	24	-1.3	-1.5	0.02	8
COc1ccc(OC)c2[nH]c(=O)c(CCNS(=O)(=O)c3ccccc3)cc12	-1	0.2	-8	-0.045	4	-0.1	1.5	-0.043	-33
COCC(COCCCNC(=O)Nc1ccc(Br)cc1)OC (configuration not stated)	10	0.2	3	-0.34	13	-1.9	-0.7	-1.6*	-7
O=C1c2cccnc2C(O)N1Cc1ccco1 (configuration not stated)	-4	-0.1	-9	0.54	2	-5.6	-0.1	-0.31	-8
CC(C)N(CCNC(=O)C1CCN(S(=O)(=O)N2CCOCC2)CC1)Cc1ccccc1	-3	0.3	-7	-0.036	-4	-2.7	-0.8	-1.3	-11
Cc1ccc(C2C=C(c3ccccc3OC(F)F)Nc3ncnn32)cc1 (configuration not stated)	-2	0.0	11	-0.27	17	-1.7	-0.3	-1.6	-12
CCCCNC(=O)c1cc(-c2ccc(OC)cc2)on1	·	-0.5	10	-0.019	6	-2.2	·	-0.65	·
O=C1CCCN1CC(CN1CCOCC1)Sc1nnnn1-c1ccccc1 (configuration not stated)	·	-0.4	-9	-0.015	1	-0.3	·	-0.55	·
COc1ccc(-c2cc(C(=O)NCc3cccnc3)no2)cc1OC	-6	-0.3	-10	0.47	-4	-2.0	-0.5	0.24	0
COCCn1c(COc2cccc(OC)c2)nnc1SCC(=O)N1CCOCC1	6	19*	4	-0.082	1	1.2	0.0	0.12	2
COc1ccc(OCC(=O)OCCN(C)C)cc1	·	-0.4	·	-0.47	-2	-1.2	-1.4	0.39	-7
COC(=O)c1c(NC(=O)c2ccc(C)o2)sc2c1CCCCC2	-4	0.8	13	·	-18	2.6	-1.2	·	-24
CCN(CC)S(=O)(=O)c1ccc2[nH]cc(C(=O)NCCC3=CCCCC3)c(=O)c2c1	·	-0.2	14	0.52	6	1.1	·	0.52	·

Assay outcomes from PubChem.
